DUSP3 inh: inhibitors of human VHR1 phosphatase (DUSP3). P51452. recombinant VHR phosphatase, pNPP absorbance. inhibition, % at 13.3 µM. 0.52% of 290,000 active. AID 1654; in the data active = inhibition above about 50%; note: some compounds called inactive have numbers as strong as hits
Target sequence (P51452 whole entry, looked up): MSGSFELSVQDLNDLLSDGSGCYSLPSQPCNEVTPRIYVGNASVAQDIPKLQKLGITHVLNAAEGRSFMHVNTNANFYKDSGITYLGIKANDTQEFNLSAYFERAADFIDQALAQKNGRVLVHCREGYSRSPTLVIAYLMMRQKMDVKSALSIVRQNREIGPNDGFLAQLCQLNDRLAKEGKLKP
PriA SSB inh: blocks PriA binding to SSB C-terminal tail; AID 1272365; 0.6% of 430,000 active; inhibition, % at 33 µM; AlphaScreen SSBct-PriA binding, biotinylated peptide; in the data active = inhibition mostly above about 37%, no sharp cut-off; inactive = mostly below about 20%;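 note: plate controls were negative control peptide for no effect and reference peptide for full effect; strong numbers were not always called active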
Rv3671c protease: Rv3671c (M. tuberculosis) protease inhibition; 0.048% of 320,000 active; P9WHR9; inhibition, % at 5.96 µM; AID 2606; in the data active = inhibition above about 38%;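 note: extracellular domain of Rv3671c used as enzyme; 0% = enzyme with DMSO and 100% = no enzyme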
Target sequence (P9WHR9 whole entry, looked up, the tested form may be a part): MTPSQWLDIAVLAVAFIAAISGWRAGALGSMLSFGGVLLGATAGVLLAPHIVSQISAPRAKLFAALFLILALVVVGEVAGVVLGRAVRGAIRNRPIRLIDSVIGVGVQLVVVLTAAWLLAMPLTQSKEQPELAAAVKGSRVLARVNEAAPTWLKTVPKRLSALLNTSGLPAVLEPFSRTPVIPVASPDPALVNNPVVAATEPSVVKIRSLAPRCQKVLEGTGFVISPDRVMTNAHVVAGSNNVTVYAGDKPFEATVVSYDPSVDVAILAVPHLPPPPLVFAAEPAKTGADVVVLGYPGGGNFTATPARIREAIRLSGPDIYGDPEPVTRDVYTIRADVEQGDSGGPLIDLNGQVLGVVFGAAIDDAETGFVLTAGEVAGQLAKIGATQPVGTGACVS
CCHFV vOTU inh: CCHFV vOTU protease inhibition; 0.55% of 370,000 active; AID 651958; inhibition, % at 11.5 µM; Pep-AMC fluorescence; in the data active = inhibition above about 30%; note: 0% = vehicle wells with enzyme and 100% = no enzyme wells
PrPC surface inh: cell surface PrPC inhibition, primary TR-FRET screen. P04156. TR-FRET read-out. inhibition, % at 13.8 µM. 0.43% of 370,000 active. AID 720596; in the data active = inhibition above about 24%; note: 0% = median of the test wells and 100% = reference compound wells
Yp Topo-I inh: blocks Yersinia pestis topoisomerase I activity. Y. pestis Topo-I cleavage product accumulation, plate reader. activity, % at 10 µM. 0.064% of 360,000 active. AID 504884; in the data active = activity above about 50%, passing the limit was not always enough; note: inactives centre near 2
Vc quorum ag: quorum light induction in luxS cqsA deficient V. cholerae. activation, % at 18.7 µM. AID 588436. V. cholerae BH1578 lux reporter, luminescence, 6 h. 0.16% of 350,000 active; in the data active = activation mostly above about 9.7%, no sharp cut-off; note: not every result past the cut was called active; inactives centre near 0; reference of the scale not given here
MazEF act: increases E. coli MazEF RNase cleavage of RNA; FAM/BHQ RNA-DNA oligo cleavage fluorescence, 5 h; activation, % at 20 µM; AID 504720; 0.32% of 350,000 active; P0AE70; in the data active = activation above about 50%
Target sequence (P0AE70 whole entry, looked up): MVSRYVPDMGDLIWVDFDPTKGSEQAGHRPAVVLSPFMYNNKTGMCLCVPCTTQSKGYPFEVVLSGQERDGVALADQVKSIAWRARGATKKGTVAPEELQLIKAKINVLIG
TcdB inh: TcdB glycohydrolase inhibition; P18177; TcdB glycohydrolase enzymatic assay, plate reader; inhibition, % at 9.99 µM; 0.24% of 350,000 active; in the data active = inhibition above about 10%
SARS 3CLpro inh: SARS-CoV 3CLpro protease inhibition. inhibition, % at 6 µM. recombinant SARS-CoV 3CLpro, quenched FRET peptide cleavage. 0.14% of 290,000 active. P0C6X7. AID 1706; in the data active = inhibition above about 12%
The depositor's hits bear a star; i = inactive; · = no result given; & = joins results of further samples.

SMILES	DUSP3 inh	PriA SSB inh	Rv3671c protease	CCHFV vOTU inh	PrPC surface inh	Yp Topo-I inh	Vc quorum ag	MazEF act	TcdB inh	SARS 3CLpro inh
O=C1CCCN1CCCNS(=O)(=O)c1ccccc1	37	-6	-12	0	3	4	i	6	0.1	-5
COc1ccc2c(c1)c(N=O)c(O)n2C	29	11	-19	8	-22	-1	i	9	·	-2
CCC(OC(=O)CN1C(=O)c2ccccc2C1=O)C(=O)NC1CCCC1 (configuration not stated)	16	-13	0	-10	-6	10	-0.5	-2	0.3	0
CCCCn1c(-c2nn(C)c(C)c2Cl)n[nH]c1=S	13	-8	6	9	-4	-5	4.9	3	·	0
COc1ccc(/C(N)=N/OC(=O)Cc2ccc(OC)c(OC)c2)cc1	22	i	0	9	8	2	-3.6	-11	2.2	1
O=C(Cn1cnc2ccccc21)N/N=C/c1ccco1	-6	·	-4	5	3	1	i	-9	2.7	-2
Nc1nonc1-c1nc2ccccc2n1CC(=O)N1CCN(c2ccc(F)cc2)CC1	13	-3	-16	11	0	1	i	2	·	-4
CCCCN(C(=O)Cc1cccs1)c1nnc(-c2cccnc2)s1	18	-4	-11	9	12	-6	1.2	2	6.6	4
Cc1ccccc1NC(=O)C1C2CC/C=C\CCC21 (configuration not stated)	8	-11	-4	-12	-5	-1	-0.3	-5	-0.2	0
CC1CCCCC1NC(=O)C1CCC(CNS(=O)(=O)c2cccc3cccnc23)CC1 (configuration not stated)	-9	1	-3	10	0	-5	-2.0	8	0.3	-3
O=C1NC(=O)/C(=C/c2ccccc2Cl)N1	6	0	-1	3	5	4	0.5	11	2.7	0
COc1cccc(CNC(=O)C2CCN(S(=O)(=O)c3ccc(F)cc3)CC2)c1	-2	-2	·	3	1	-7	i	8	·	0
COc1ccc(CNc2nc(-c3ccccc3)nc3ccccc23)cc1OC	24	-4	-50	32*	6	1	i	7	-8.5	-7
COc1ccc(OC)c(-c2csc(NC(=O)COC(=O)C3CC3)n2)c1	·	3	-1	15	2	4	-0.7	0	2.3	·
CSc1ccccc1C(=O)Nc1cc(C)cc(C)c1	10	-16	-4	14	9	-1	1.8	7	·	-2
O=C(O)Cc1ccc(N=Cc2c(O)ccc3ccccc23)cc1	1	0	-15	-10	-10	13	-0.2	-21	-0.1	3
CC(C)(C)OC(=O)N1CCC(C(=O)Nc2cccc(C(=O)N3CCCCC3)c2)CC1	·	-7	·	-3	5	25	i	1	0.1	·
COC(=O)C1=C(C)Nc2nnnn2C1c1ccc(Cl)cc1Cl (configuration not stated)	13	-28	-10	1	7	11	·	7	·	-1
CN(C(=O)CSc1nnc(Cc2cccc3ccccc23)n1N)C1CCS(=O)(=O)C1 (configuration not stated)	19	-6	-3	9	-7	0	i	1	·	3
COC(=O)c1sccc1NC(=O)Cc1ccc(OC)cc1	-2	-9	2	2	8	3	-2.6	-4	0.5	-4
O=C(NC1CCCCCC1)c1ccco1	48	-8	5	3	1	4	i	5	1.7	-5
O=S(=O)(NCCC1=CCCCC1)c1ccccc1Br	·	-15	·	-3	0	31	i	-8	1.1	·
O=C(Nc1nc2ccccc2[nH]1)c1cc2ccccc2o1	29	-11	-4	8	-7	3	-1.3	-1	0.1	2
CC1(C)CC(C2N3CC4(C)CN2CC(C)(C3)C4=O)CCO1 (configuration not stated)	11	7	3	11	5	-1	-1.9	-3	·	-3
C[C@H]1CN([C@@H](C)CO)C(=O)c2cc(NC(=O)C3CCCCC3)ccc2O[C@H]1CN(C)Cc1ccc(-c2ccccc2)cc1	·	2	-5	1	-3	13	-2.4	-9	-0.4&-0.5	·
O=C(COC(=O)C1CCN(C(=O)Nc2ccccc2)CC1)NCC(F)(F)F	-6	-9	-6	-4	-2	7	-0.3	7	-0.9	3
C/C(=N\N=C\c1ccccc1F)c1nnn(-c2nonc2N)c1C	-10	·	-3	-17	-1	9	-0.2	-5	·	0
COc1ccccc1CN1CCCC(C(=O)N(C)Cc2ccccc2)C1 (configuration not stated)	14	-9	·	5	-15	0	i	3	·	7
CCOc1ccc(OCC(=O)NCCS(=O)(=O)N2CCN(c3ccccc3)CC2)cc1	·	·	·	13	10	-12	-0.1	-16	-4.6	·
Cc1nnc(SCC(=O)Nc2cc(-c3cc(C)c(C)cc3C)nn2-c2ccccc2)s1	-2	-3	-23	1	-1	37	-0.1	-3	1.1	5
Cc1nnc(Nc2ccccc2F)s1	-9	-1	-3	3	6	-2	-0.4	-6	0.5	2
CCCCCn1cnc2c(sc3nc4c(cc32)CSC(C)(C)C4)c1=O	8	3	0	-8	1	2	-1.4	-6	·	0
O=[N+]([O-])c1ccccc1/C=N\Nc1nccs1	28	·	-7	1	-15	6	-0.3	0	1.1	-1
CC1CCC(O)(C(C(=O)O)c2ccccc2)CC1 (configuration not stated)	·	-1	·	2	2	4	i	-1	0.3	·
CCOCCn1c(SCCCc2ccccc2)nc2c1c(=O)[nH]c(=O)n2C	22	-2	-1	7	12	1	i	-1	·	-3
CN1C(=O)c2ccc(NC(=O)c3c(F)c(F)c(F)c(F)c3F)cc2C1=O	-1	-7	-4	-3	-5	-3	i	8	·	0
Cc1ccc(C)c(-c2nnc(NC(=O)Cc3ccc(F)cc3)o2)c1	14	2	-11	·	·	3	0.2	2	·	-6
CCOC(=O)C1=CN(C)C=C(C(=O)OCC)C1c1ccsc1	-1	-42	-4	-261	-4	4	-0.3	-4	1.3	3
CSc1ccc(Cl)c(C(=O)OCC(=O)N2CCN(C(=O)c3ccco3)CC2)c1	·	-7	-13	-4	1	22	1.2	-7	0.6	·
COCc1ccc(C(=O)NC2CCCc3c2cnn3-c2ccc(C)c(C)c2)o1 (configuration not stated)	23	1	4	8	5	25	i	1	0.7	3

Exported in markdown: 2 of the compounds above
| Compound | DUSP3 inh | PriA SSB inh | Rv3671c protease | CCHFV vOTU inh | PrPC surface inh | Yp Topo-I inh | Vc quorum ag | MazEF act | TcdB inh | SARS 3CLpro inh |
| --- | --- | --- | --- | --- | --- | --- | --- | --- | --- | --- |
| CCOC(=O)C1=CN(C)C=C(C(=O)OCC)C1c1ccsc1 | -1 | -42 | -4 | -261 | -4 | 4 | -0.3 | -4 | 1.3 | 3 |
| CSc1ccc(Cl)c(C(=O)OCC(=O)N2CCN(C(=O)c3ccco3)CC2)c1 | · | -7 | -13 | -4 | 1 | 22 | 1.2 | -7 | 0.6 | · |

In another format: entries from further up
Order of results – DUSP3 inh	PriA SSB inh	Rv3671c protease	CCHFV vOTU inh	PrPC surface inh	Yp Topo-I inh	Vc quorum ag	MazEF act	TcdB inh	SARS 3CLpro inh
COc1ccccc1CN1CCCC(C(=O)N(C)Cc2ccccc2)C1 (configuration not stated)
 : 14	-9	·	5	-15	0	i	3	·	7
CCOc1ccc(OCC(=O)NCCS(=O)(=O)N2CCN(c3ccccc3)CC2)cc1
 : ·	·	·	13	10	-12	-0.1	-16	-4.6	·
Cc1nnc(SCC(=O)Nc2cc(-c3cc(C)c(C)cc3C)nn2-c2ccccc2)s1
 : -2	-3	-23	1	-1	37	-0.1	-3	1.1	5
Cc1nnc(Nc2ccccc2F)s1
 : -9	-1	-3	3	6	-2	-0.4	-6	0.5	2
CCCCCn1cnc2c(sc3nc4c(cc32)CSC(C)(C)C4)c1=O
 : 8	3	0	-8	1	2	-1.4	-6	·	0
O=[N+]([O-])c1ccccc1/C=N\Nc1nccs1
 : 28	·	-7	1	-15	6	-0.3	0	1.1	-1
CC1CCC(O)(C(C(=O)O)c2ccccc2)CC1 (configuration not stated)
 : ·	-1	·	2	2	4	i	-1	0.3	·
CCOCCn1c(SCCCc2ccccc2)nc2c1c(=O)[nH]c(=O)n2C
 : 22	-2	-1	7	12	1	i	-1	·	-3
CN1C(=O)c2ccc(NC(=O)c3c(F)c(F)c(F)c(F)c3F)cc2C1=O
 : -1	-7	-4	-3	-5	-3	i	8	·	0
Cc1ccc(C)c(-c2nnc(NC(=O)Cc3ccc(F)cc3)o2)c1
 : 14	2	-11	·	·	3	0.2	2	·	-6
CCOC(=O)C1=CN(C)C=C(C(=O)OCC)C1c1ccsc1
 : -1	-42	-4	-261	-4	4	-0.3	-4	1.3	3
CSc1ccc(Cl)c(C(=O)OCC(=O)N2CCN(C(=O)c3ccco3)CC2)c1
 : ·	-7	-13	-4	1	22	1.2	-7	0.6	·
COCc1ccc(C(=O)NC2CCCc3c2cnn3-c2ccc(C)c(C)c2)o1 (configuration not stated)
 : 23	1	4	8	5	25	i	1	0.7	3

New compounds follow
SMILES	DUSP3 inh	PriA SSB inh	Rv3671c protease	CCHFV vOTU inh	PrPC surface inh	Yp Topo-I inh	Vc quorum ag	MazEF act	TcdB inh	SARS 3CLpro inh
COc1ccc(C/C(N)=N/OC(=O)Cc2ccc(OC)c(OC)c2)cc1	10	i	-3	8	-2	-2	i	-13	0.9	0
CCOC(=O)c1cccc(NC(=O)C2CCCN(S(=O)(=O)c3c(C)nn(C)c3C)C2)c1 (configuration not stated)	5	0	-3	3	8	5	-0.2	3	2.1	0
COc1ccc(S(=O)(=O)Cc2ccc(C(=O)N3CCN(c4ccccc4)CC3)o2)cc1	19	-7	-3	1	3	7	-0.5	-3	0.3	1
CC(=NCc1cccnc1)c1c(O)n(-c2ccccc2)c(=O)[nH]c1=O	10	-7	11	-8	15	4	0.3	-10	·	-1
Nc1c(C(=O)NCc2ccco2)c2nc3ccccc3nc2n1Cc1ccccc1	-17	8	-9	-112	-2	19	-0.3	-4	·	-9
CC(C)(C)SCCNC(=O)CSc1ccccc1	·	-8	3	2	5	10	-2.0	-9	·	-2
Nn1c(SCC(=O)N2CCN(S(=O)(=O)c3ccc(Cl)cc3)CC2)nnc1-c1cccs1	15	0	4	-8	-4	22	i	4	·	-2
Cc1ccccc1-c1nc2ccccc2c(=O)o1	·	·	·	-7	4	5	-5.6	-4	0.1	·
CCCCCCSc1ccc([C@H]2N[C@@](Cc3ccccc3)(C(=O)OC)[C@H]3C(=O)N(C)C(=O)[C@@H]23)cc1	·	-11	-17	21	0	-3	i	5	1.2	·
CCN(CC)CCn1c(NC(=O)c2ccc(C(F)(F)F)cc2)nc2ccccc21	14	5	-3	-4	-8	6	-0.2	13	1.7	1

Assay outcomes as filed in PubChem.

Some of the compounds tested; count on the stated rates, not on these rows.
